p53 reactivator = re-activators of mutant p53; 320,000 tested, 0.063% active; H1299 p53-A138V BP100-luciferase reporter, luminescence, 24 h; Potency, µM (series often up to 92.2 µM), inactives show top-dose activity change, positive = activation, most hits filed as activators; AID 504706; also: potency is read from the fitted curve at half-maximal effect; % of control where 0% means no effect; nearly all actives have a fitted effect of over 45% in size
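p53-null H1299 cells stably carrying temperature-sensitive p53-A138V and a BP100-luciferase reporter were pinned with compounds (4-point, 1:5 series) and held 24 hrs at 37 deg C. Luminescence was read 10 min after detection reagent.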
ELG1 genotox = inducers of genotoxicity in HEK293T ELG1-luciferase cells; HEK293T ELG1-luciferase reporter, luminescence, 16 h; Potency, µM (top dose mostly 46 µM), without a hit: at the top dose activity change, positive = activation, usual class: activators; 330,000 tested, 1.3% active; AID 504466; also: potency is read from the fitted curve at half-maximal effect; % of control where 0% means no effect; nearly all actives have a fitted effect of over 60% in size
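Cells (2,000/well) expressing the ELG1-luciferase fusion are dosed by pin tool and kept 16 hr at 37 °C, 5% CO2. Signal comes from ONE-Glo luciferase reagent after 30 min at room temperature.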
Menin MLL FP TR = displaces Texas Red mutant MLL peptide from human menin | Menin + Texas Red MLL mutant peptide, fluorescence polarization | Potency, µM (titrated, usually from 61.6 µM), for the others: at the top dose FP activity change, negative = inhibition, most hits filed as inhibitors | 270,000 tested, 0.23% active | AID 1768; active = well fitted inhibition curve with a large enough effect in the polarisation, with a control signal flat, not every such curve was filed as active; inconclusive = small, poorly fitted or top-dose-only effect, or effect the other way, or a change in a side signal; inactive = no such curve, though single readings can be large or run the other way; the % refers to the polarisation; also: potency is read from the fitted curve at half-maximal effect; % of control where 0% means no effect; many of its hits are not listed in these tables
Target sequence (O00255 whole entry, looked up): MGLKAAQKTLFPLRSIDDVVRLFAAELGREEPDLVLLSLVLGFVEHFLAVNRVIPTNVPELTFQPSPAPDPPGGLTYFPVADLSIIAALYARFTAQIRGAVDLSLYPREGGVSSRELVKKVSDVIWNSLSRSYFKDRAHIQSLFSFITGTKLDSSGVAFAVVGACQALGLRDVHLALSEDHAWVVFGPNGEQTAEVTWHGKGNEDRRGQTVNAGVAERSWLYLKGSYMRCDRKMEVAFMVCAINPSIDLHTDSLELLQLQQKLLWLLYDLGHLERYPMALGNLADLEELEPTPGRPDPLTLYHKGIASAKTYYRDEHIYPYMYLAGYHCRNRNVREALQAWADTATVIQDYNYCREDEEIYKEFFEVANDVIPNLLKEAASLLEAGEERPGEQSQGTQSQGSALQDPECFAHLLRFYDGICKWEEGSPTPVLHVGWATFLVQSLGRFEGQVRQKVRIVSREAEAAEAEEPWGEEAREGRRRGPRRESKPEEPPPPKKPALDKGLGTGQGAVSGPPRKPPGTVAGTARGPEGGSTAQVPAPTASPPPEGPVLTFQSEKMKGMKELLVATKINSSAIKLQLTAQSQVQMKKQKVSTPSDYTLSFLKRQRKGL
Giardia killer = Giardia lamblia killing; 340,000 tested, 0.15% active; activity change, % at 7.66 µM, hits read low; Giardia lamblia trophozoite viability; in the data active = activity change below about -80%; inconclusive = between about -30% and that limit;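 also: parasites exposed to compound for two days anaerobically before the ATP read; % is scaled to controls: 0 for no effect and ±100 for the full control effect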
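Giardia lamblia trophozoites (100 cells/well) were incubated with compounds for 48 h at 37 deg C under anaerobic conditions. Viability was read as ATP content by one-step luminescence after 15-30 min at room temperature.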
RORgamma inh = inhibitors of mouse ROR gamma transcriptional activity. Potency, µM (doses to about 53.6 µM), inactives show at the top dose activity change, negative = inhibition, most hits filed as inhibitors. 310,000 tested, 5.4% active. AID 2551. P51450. Drosophila S2 Gal4-RORgamma UAS-luciferase reporter, 20 h; also: potency is read from the fitted curve at half-maximal effect; % is scaled to controls: 0 for no effect and ±100 for the full control effect; nearly all actives have a fitted effect of over 60% in size
Target sequence (P51450 whole entry, looked up, the tested form may be a part): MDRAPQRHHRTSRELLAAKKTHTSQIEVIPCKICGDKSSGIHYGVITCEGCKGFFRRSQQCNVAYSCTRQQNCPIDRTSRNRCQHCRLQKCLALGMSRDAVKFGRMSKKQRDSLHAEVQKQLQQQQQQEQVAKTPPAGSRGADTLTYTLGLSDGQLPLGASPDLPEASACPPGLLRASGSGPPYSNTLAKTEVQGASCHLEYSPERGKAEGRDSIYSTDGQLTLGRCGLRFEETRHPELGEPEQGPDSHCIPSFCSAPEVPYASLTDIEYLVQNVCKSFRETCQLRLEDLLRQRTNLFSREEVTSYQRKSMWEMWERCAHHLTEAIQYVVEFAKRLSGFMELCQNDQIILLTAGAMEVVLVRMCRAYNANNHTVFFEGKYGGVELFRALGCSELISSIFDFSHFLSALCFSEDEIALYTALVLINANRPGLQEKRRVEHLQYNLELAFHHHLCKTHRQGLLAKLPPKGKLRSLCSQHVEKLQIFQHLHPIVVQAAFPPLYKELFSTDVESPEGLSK
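Read-out: Photinus luciferase luminescence; inhibitors lower reporter signal. Insect Schneider cells with Gal4-ROR gamma fusion under metallothionein promoter, UAS reporter; 700 uM final copper sulfate induction, 20 hr, ambient temperature.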
PKM2 act = increases activity of human pyruvate kinase M2. P14618. purified PKM2, Kinase-Glo ATP luminescence, activation; response scale: 0% is enzyme alone, no compound. Potency, µM (top dose mostly 57.5 µM), without a hit: at the top dose activation, most hits filed as activators. 260,000 tested, 0.34% active. AID 1631; also: potency is read from the fitted curve at half-maximal effect; % is scaled to controls: 0 for no effect and ±100 for the full control effect; nearly all actives have a fitted effect of over 55% in size
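hPK-M2, >95% pure; 0.1 mM ADP / 0.5 mM PEP final; imidazole pH7.2 buffer w/ 7 mM MgCl2, 50 mM KCl; 1 h RT; Kinase-Glo lum. Intermediate enzyme activity for dual inhibitor/activator qHTS.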
FLuc counter = firefly luciferase modulation, counter-screen for miR-21 project; Potency, µM (series often up to 57.5 µM), without a hit: top-dose activity change, negative = inhibition, hits mostly inhibitors; P08659; purified FLuc, Km substrates, luminescence inhibition; 360,000 tested, 6.9% active; AID 588342;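 also: potency is read from the fitted curve at half-maximal effect; plate controls were vehicle for no effect and reference inhibitor for full effect; nearly all actives have a fitted effect of over 55% in size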
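Purified P. pyralis luciferase (10nM final) with 10uM D-luciferin and 10uM ATP (Km levels) in 50mM Tris acetate pH 7.5, 10mM Mg acetate, 0.01% Tween-20, 0.05% BSA; qHTS 6-point titration, ~60 µM downward; luminescence read.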
Rab9 promoter act = activates the Rab9 promoter | Potency, µM (doses to about 9.22 µM), inactives show at the top dose activation, negative = inhibition, hits mostly activators | Huh7 Rab9 promoter-luciferase reporter, luminescence, 24 h | 320,000 tested, 2.8% active; also: potency is read from the fitted curve at half-maximal effect; % of control where 0% means no effect; nearly all actives have a fitted effect of over 60% in size
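Measured in stably transfected Huh7 cells bearing a Rab9 promoter–luciferase construct: 24 h compound treatment at 37 °C, followed by luminescence detection.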
VP16 counter = counter-screen for ROR gamma inhibitors: Gal4-VP16 reporter; Potency, µM (titrated, usually from 53.6 µM), for the others: top-dose activity, negative = inhibition, hits mostly inhibitors; AID 2546; Drosophila S2 Gal4-VP16 UAS-luciferase, luminescence, 20 h; 310,000 tested, 3.5% active;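 also: Gal4-VP16 expression switched on by copper sulfate through the metallothionein promoter; potency is read from the fitted curve at half-maximal effect; % is scaled to controls: 0 for no effect and ±100 for the full control effect; nearly all actives have a fitted effect of over 50% in size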
BRCA1 expr act = increases BRCA1 expression; MCF7-BRCA1-FFLuc reporter, luminescence, 48 h; response scale: scaled: vehicle 0%, 10 µM genistein 100%; Potency, µM (titrated, usually from 46.1 µM), inactives show at the highest dose activation, usual class: activators; 380,000 tested, 1.1% active; also: potency is read from the fitted curve at half-maximal effect; nearly all actives have a fitted effect of over 80% in size; some results filed as inactive show a strong effect at the top dose
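MCF7 cells carrying a BRCA1-firefly luciferase reporter (2000 cells/well, phenol-red free MEM) were attached for 2 h at 37 °C, then given compounds for 48 h. Luminescence was read 15 min after luciferase reagent; activity normalized to genistein (10 microM) and DMSO.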
NPC1 promoter act = NPC1 promoter activation; Huh7 NPC1 promoter luciferase reporter, 24 h; Potency, µM (series often up to 9.22 µM), inactives show top-dose activation, usual class: activators; 320,000 tested, 2.4% active;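 also: potency is read from the fitted curve at half-maximal effect; % of control where 0% means no effect; nearly all actives have a fitted effect of over 60% in size; reporter is driven by a mutant NPC1 promoter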
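Cells: Huh7 expressing luciferase under the NPC1 promoter, 1500/well. Seeded 2 h, compound added, incubated 24 h at 37 °C. Luciferase reagent, 10 min ambient, then luminescence.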
The depositor's hits bear a star; ? = inconclusive; / = not tested or not shown; & = joins results of further samples; [ ] = remark or other dose. Unless noted, calls follow the shape of the dose curve; as a rule, active = well fitted curve in the direction sought with a large enough effect; inconclusive = small, poorly fitted or top-dose-only effect, or another doubt; inactive = no such curve, though single readings can be large; an effect the other way counts as inactive or inconclusive. Only part of the results is shown, so the mix of outcomes need not match the whole.

SMILES	p53 reactivator	ELG1 genotox	Menin MLL FP TR	Giardia killer	RORgamma inh	PKM2 act	FLuc counter	Rab9 promoter act	VP16 counter	BRCA1 expr act	NPC1 promoter act
COC(=O)c1sccc1NC(=O)Nc1ccccc1OC	0%	-4%	?	36[activator]	?	1%	-16%	2%	?	-2%	-2%
CSc1ccccc1C(=O)Nc1ccc2c(c1)OCO2	17%	7%	14%	31[activator]	23%	-1%	?	7%	?	29%	0%
Cc1cc(N2CCN(Cc3nc(-c4ccc(Cl)cc4)oc3C)CC2)cc(C)n1	-4%	-11%	/	-5	11%	0%	4%	-5%	5%	-82%	-1%
O=C(NC1CCCCC1)C1CCN(C(=O)c2ccc(Cl)cc2)CC1	-5%	-1%	6%	3	30%	1%	-1%	0%	22%	-1%	-4%
CC(=O)N1[C@H](C)C=C[C@]1(Cc1ccccc1)C(=O)NCc1cc(F)cc(C(F)(F)F)c1	?	1%	-3%&-11%	-3	12%&13%	1%&-3%	-21%	1%	?	-6%	-3%
Cc1csc(/N=C/N(C)C)c1C#N	-5%	2%	/	6	11%	-3%	-4%	-3%	-3%	20%	-2%
COc1ccc(C(=O)c2cc3ccc(O)cc3oc2=O)cc1	5%	17%	-3%	-10	5%	-33%	-26%	6%	7%	87%	-4%
CCOC(=O)Cn1cc(Cl)c(=O)c(Cl)c1	3%	1%	/	11	-20%	-2%	2%	-8%	1%	-4%	-1%
CCCC(=O)Nc1ccccc1Sc1ncnc2scc(-c3ccccc3)c12	3%	0%	-6%	-11	4%	8%	3%	-5%	-1%	-8%	-4%
CCOc1cc(CNCc2ccccc2)ccc1OCc1ccc(Cl)cc1	-2%	-6%	?	23	?	/	1%	-1%[1.84 µM]	-27%	-79%	-12%
Cc1ccc(S(=O)(=O)N2CCN(Cc3ccccc3)CC2)s1	-3%	1%	/	2	/	/	4%	-3%	/	-1%	0%
COc1ccc(/C=N/N=C/c2ccc(OC)cc2)cc1	4%	4%	21%	-19	2%	/	?	4%	-2%	62%	3%
COc1ccc(C(CC(=O)N2CCN(c3ccccc3)CC2)c2c(OC)cc(OC)c3ccc(=O)oc23)cc1 (configuration not stated)	-1%	0%	4%	-4&-4	5%&2%	0%	-3%	-5%	-21%&-17%	-36%	0%
CC1CCN(C(=O)C(NS(=O)(=O)c2cccc3nsnc23)c2ccccc2)CC1 (configuration not stated)	-5%	0%	-11%	1	-2%	-4%	-1%	0%	-4%	2%	-5%
Cc1nnc(SCCC(=O)Nc2ccc(Cl)cc2)o1	3%	-5%	-5%	9	?	-21%[11.5 µM]	-2%	-2%	1%	1%	-5%
CCC(C)[C@H](NC(=O)Nc1ccc(C(C)=O)cc1)C(=O)OC (some centres not stated)	-4%	2%	-14%	5	2%	1%	-1%	6%	6%	-9%	1%
O=C(NCc1ccccc1)c1ccc2c(=O)n3c(nc2c1)CCCCC3	6%	3%	1%	-3	15%	2%	-1%	6%	0%	0%	-1%
O=C(CCCCCn1c(=S)[nH]c2cc3c(cc2c1=O)OCO3)N1CCN(Cc2ccccc2)CC1	?	-1%	24%	30	-5%[0.365 µM]	6%	-2%	-3%	/	-40%	-5%
O=C(Nc1cccc([N+](=O)[O-])c1)Nc1cccc([N+](=O)[O-])c1	4%	-17%	?	-4	32%	0%	-1%	-6%	-1%	22%	-1%
O=C(Nc1ccccn1)c1ccc(Cl)c(S(=O)(=O)N2CCCC2)c1	11%	-1%	/	27	/	/	?	?	/	34%	30%
CCOC(=O)C1=C(CN2CCCCCC2)NC(=O)NC1c1cccc([N+](=O)[O-])c1 (configuration not stated)	12%	-6%	-10%	7	-11%	23%	-2%	12%	-24%	-28%	-2%
CC1CCCN(C(=S)Nc2ccc3nc4n(c(=O)c3c2)CCCCC4)C1 (configuration not stated)	0%	-2%	8%	-3	7%	-1%	-20%	1%	7%	-9%	-2%
Cc1ccc(-n2c(C)c([N+](=O)[O-])c3ccc(O)c(CN(C)C)c32)cc1	17%	-13%	/	-5	-1%	3%	2%	1%	13%	-10%	-1%
CCOc1ccc(C(=O)Nc2nnc(S(=O)(=O)N3CCCCC3)s2)cc1	14%	6%	/	-5	7%	/	0%	-1%	0%	17%	3%
COc1ccc(-c2oc3ccccc3c(=O)c2OCC(=O)O)cc1	13%	8%	-29%	-6	4%	0%	0%	0%	-1%	-10%	-1%

Later entries.
SMILES	p53 reactivator	ELG1 genotox	Menin MLL FP TR	Giardia killer	RORgamma inh	PKM2 act	FLuc counter	Rab9 promoter act	VP16 counter	BRCA1 expr act	NPC1 promoter act
Cc1ccc(S(=O)(=O)N(C)C)cc1NC(=O)C(C)N(C)CCOc1ccc(Cl)cc1 (configuration not stated)	-7%	-5%	-10%	-1	?	/	-1%	-5%	?	-38%	-6%
O=C(CNC1CCCCCC1)Nc1ccc(S(=O)(=O)NC2CC2)cc1	-6%	0%	-13%	-20	9%	0%	4%	2%	7%	13%	-4%
CN(C(=O)Cn1cnc2sccc2c1=O)C1CCCCC1	-1%	-1%	/	?	/	/	/	-6%	/	-1%	-1%
CC(C)c1ccc(CNc2ccc([N+](=O)[O-])cn2)cc1	?	?	?	-20	26%	7%	9.5µM*	?	-6%	?	?
Cc1ccccc1OCc1nc(-c2ccc(NC(=O)c3ccco3)cc2)no1	?	?	?	-6	-34%	-2%	11µM*	?	-28%	?	?
Nc1ccc(C(=O)Nc2nc3ccccc3s2)cc1	15%	0.52µM*	?	-29	?	-2%	0.38µM*	0.4µM*	?	?	0.63µM*
Cc1cc(C)c[n+](-c2[nH]c(=O)sc2/C=N/NC([S-])=Nc2ccccc2)c1	11%	3%	3%	8	8%	-1%	1%	-2%	-8%	-17%	-1%
Fc1cccc(Cl)c1Cn1nnc2c(N3CCC4(CC3)OCCO4)ncnc21	-2%	-10%	-12%	-7	1%	-3%	?	10%	3%	-23%	-1%
Cc1cccc(N(CC(=O)NCCC2=CCCCC2)S(C)(=O)=O)c1C	-4%	-7%	-6%	2	3%	-2%	1%	1%	7%	7%	9%
Cc1ccc(NC(=O)Cn2cccc2C2=NC(c3ccccc3)CO2)c(C)c1 (configuration not stated)	0%	-2%	11%	8	8%	2%	-3%	0%	4%	-22%	-7%
CCCCCc1ccc(-c2ccc(=O)[nH]n2)cc1	-1%	19%	-9%	-14	7%[10 µM]	-9%	19µM*	3%	3%	31%	9%
N#CCc1ccc(NC(=O)Nc2cccc3ccccc23)cc1	2%	1%	-9%	17	16%	/	-15%	15%	-20%	-2%	2%
O=C(COC(=O)c1ccccc1OCc1ccc(Cl)cc1)NC1CC1	-2%	0%	?	-2	23%	-7%	?	-1%	-2%	-2%	-2%
O=[N+]([O-])c1c(Nc2ccc(Br)cc2)ccc2nonc12	3%	-3%	1%	?	2%	/	-1%	2%	0%	-7%	1%
[O-][n+]1c2c(c3c4non(O)c4ccc31)CCCC2	-3%	-24%	?	-13	?	-5%	?	1%	-26%	-3%	-2%
Cc1ccn(CCC(=O)Nc2ccc(-c3ccno3)cc2)n1	0%	-4%	-3%	12	6%	/	-4%	-3%	2%	10%	-3%
COCCCn1c(SC(C)C(=O)NC2CC2)nc2ccccc2c1=O (configuration not stated)	2%	-4%	/	3	/	/	-5%	-4%	/	3%	0%
O=C(Nc1ccc2c(c1)OCO2)N1CCCC1	9%	9%	13%	-10	18%	-24%	-18%	17%	5%	41%	13%
O=C1c2ccccc2C(Nc2ccc(S(=O)(=O)N3CCCCC3)cc2)N1c1ccccn1 (configuration not stated)	11%	-4%	3%	8	-39%	5%	6%	1%	-7%	-12%	-3%
COC(=O)c1ccc(C(=O)Nc2cc(Cl)ccc2Cl)cc1NC(=O)c1ccc(N(C)C)cc1	-6%	-4%	-15%	5	-19%	-8%	2%	-4%	1%	10%	-3%
C#CCOc1ccc(C2C3=C(CCCC3=O)N(CC(=O)O)C3=C2C(=O)CCC3)cc1Br	0%	0%	11%	-27	11%	/	-2%	-4%	1%	-4%	1%
COc1ccc(S(=O)(=O)N2CCCCCC2)cc1C(=O)N(C)Cc1ccco1	-5%	17%	/	17	/	/	-13%	0%	/	-27%	1%
O=C(O)/C=C\C(=O)Nc1ccccc1C(=O)NC1CCCCC1	-8%	7%	-2%	-12	2%	-2%	-1%	0%	10%	?	0%
CCCSc1nc2[nH]ncc2c(=O)[nH]1	3%	1%	1%	6	3%	-2%	0%	-4%	0%	-21%	-5%
Cc1ccc(N(C(=O)c2csnn2)C(C(=O)NC2CCCCC2)c2ccccn2)c(C)c1 (configuration not stated)	-8%	-11%	-23%	-4	-9%	-10%	0%	-4%	4%	-4%	-3%

Source: PubChem BioAssay (National Center for Advancing Translational Sciences (NCATS))
